From PubChem
pAkt inh: inhibitors of Akt phosphorylation | AID 651550 | Neuro2A IGF-stimulated pAkt S473 HTRF, 20 min; hits give low values | 0.32% of 360,000 active | activity change, % for hits at 50 µM; in the data active = activity change below about -80%; inconclusive = mostly about -51% to -80%; also: % is scaled to controls: 0 for no effect and ±100 for the full control effect
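Neuro2A cells (4,500/well, DMEM with 0.5% FBS) were treated with compound at a single 50 µM final concentration, stimulated with 6 nM IGF for 20 min at 37 °C, and lysed. Phospho-Akt Ser473 was read by HTRF as 665/615 ratio ×10^4.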
Abeta yeast res: A-beta toxicity reversal in yeast; yeast expressing A-beta42, growth rescue, OD600, 48 h; response scale: 0% DMSO, 100% iron-clioquinol control; Potency, µM (highest dose often 46.1 µM), for the others: top-dose growth rescue, usual class: activators; 0.063% of 410,000 active; also: potency is read from the fitted curve at half-maximal effect; nearly all actives have a fitted effect of over 55% in size
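Yeast growth medium received pinned compounds, then yeast cells expressing toxic A-beta were added; plates incubated at 30 C for 48 hr. Growth read as absorbance at 600 nm, normalized to DMSO and equimolar FeCl3 plus clioquinol controls.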
GLP1R ag: GLP-1 receptor (human) agonism; P43220; HEK293 GLP-1R CRE-luciferase, luminescence, 4-6 h; cells express a hypersensitive GLP-1R form; Potency, µM (titrated, usually from 45.6 µM), for inactives: top-dose activation, usual class: activators; 0.007% of 380,000 active; AID 624172; also: potency is read from the fitted curve at half-maximal effect; % of control where 0% means no effect
Target sequence (P43220 whole entry, looked up): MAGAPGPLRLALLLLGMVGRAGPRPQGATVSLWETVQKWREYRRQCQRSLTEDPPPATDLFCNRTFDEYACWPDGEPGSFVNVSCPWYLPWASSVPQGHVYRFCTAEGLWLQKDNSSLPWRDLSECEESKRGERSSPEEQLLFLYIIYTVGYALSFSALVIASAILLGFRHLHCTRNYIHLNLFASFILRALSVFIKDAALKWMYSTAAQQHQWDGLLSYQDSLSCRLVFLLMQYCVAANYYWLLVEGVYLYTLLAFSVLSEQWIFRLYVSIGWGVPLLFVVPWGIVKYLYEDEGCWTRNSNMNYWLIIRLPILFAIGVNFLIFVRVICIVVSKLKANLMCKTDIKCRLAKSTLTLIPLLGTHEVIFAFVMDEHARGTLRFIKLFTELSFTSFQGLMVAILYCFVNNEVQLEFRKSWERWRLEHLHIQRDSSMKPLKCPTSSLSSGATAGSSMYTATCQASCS
aSyn rescue: alpha-synuclein toxicity inhibition in yeast | Yeast expressing alpha-synuclein, growth rescue, BacTiter-Glo, 24 h | Potency, µM (top dose mostly 46.1 µM), for the others: top-dose growth rescue (activation), most hits filed as activators | 0.14% of 370,000 active | AID 652106; also: potency is read from the fitted curve at half-maximal effect; % of control where 0% means no effect; nearly all actives have a fitted effect of over 65% in size
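Readout is rescue of growth in alpha-synuclein-expressing yeast, so inhibitors of toxicity appear as activators. Growth after 24 hr at 30 deg C in galactose medium is quantified by luminescence.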
D3 antag: blocks the human D3 dopamine receptor. P35462. D3R cells, DiscoveRx beta-arrestin luminescence, antagonist mode; hits give low values. max response, negative = inhibition, %. 2.5% of 360,000 active. AID 652054; in the data active = max response below about -50%; inconclusive = no clear call, values can overlap the other calls; also: % is scaled to controls: 0 for no effect and ±100 for the full control effect; mostly tested at two doses, the higher about 12 µM
Target sequence (P35462 whole entry, looked up): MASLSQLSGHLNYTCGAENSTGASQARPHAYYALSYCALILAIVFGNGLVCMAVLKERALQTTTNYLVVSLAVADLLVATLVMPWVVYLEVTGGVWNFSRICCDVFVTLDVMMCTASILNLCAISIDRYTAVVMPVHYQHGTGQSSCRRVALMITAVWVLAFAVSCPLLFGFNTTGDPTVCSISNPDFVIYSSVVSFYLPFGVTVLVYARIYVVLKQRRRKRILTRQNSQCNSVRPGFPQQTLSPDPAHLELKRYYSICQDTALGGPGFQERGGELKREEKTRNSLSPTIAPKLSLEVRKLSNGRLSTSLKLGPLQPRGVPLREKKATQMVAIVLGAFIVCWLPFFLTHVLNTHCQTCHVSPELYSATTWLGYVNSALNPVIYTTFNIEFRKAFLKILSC
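Cells expressing the human receptor were seeded at 1500 cells/well, incubated overnight at 37 degrees C in 5% CO2, then exposed to library compounds with dopamine controls for 90 minutes at 37 degrees C before luminescent detection.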
FUS yeast rescue: suppressors of FUS proteinopathy in yeast. S. cerevisiae FUS-expressing, growth rescue, OD600, 24 h. Potency, µM (highest dose often 76.6 µM), for the others: at the top dose growth rescue (activation), actives largely listed as activators. 0.24% of 390,000 active. AID 1347120;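 also: potency is read from the fitted curve at half-maximal effect; plate controls were DMSO vehicle for no effect and reference control for full effect; nearly all actives have a fitted effect of over 55% in size; some results filed as inactive show a strong effect at the top dose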
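Steps: raffinose overnight preculture; dilution to OD 0.005 in 2% galactose minimal medium; compound addition (concentration series); 24hr at 30C, 99% humidity; absorbance read at 600 nm.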
GLP-1R inv ag: acts as inverse agonist at human GLP-1 receptor | P43220 | HEK293 GLP-1R CRE-luciferase, luminescence, 24 h; GLP-1R form is constitutively active | Potency, µM (top dose mostly 38.3 µM), for the others: at the top dose activity change, negative = inhibition, hits mostly inhibitors | 1.6% of 410,000 active | AID 624417; also: potency is read from the fitted curve at half-maximal effect; % is scaled to controls: 0 for no effect and ±100 for the full control effect; nearly all actives have a fitted effect of over 55% in size
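Constitutively active GLP-1R drives a cAMP-responsive luciferase in stably transfected HEK293 cells; test compounds are added after overnight (12 h) attachment and left 24 hr, and signal loss in luminescence marks inhibition.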
PTHR1 agonist: PTHR1 (human) receptor agonism. Q03431. HEK293 GP2 PTHR1 cells, GloSensor cAMP luminescence, 1 h. Potency, µM (titrated, usually from 115 µM), for the others: top-dose activation, actives largely listed as activators. 0.075% of 410,000 active. AID 743266; also: potency is read from the fitted curve at half-maximal effect; nearly all actives have a fitted effect of over 55% in size; some results filed as inactive show a strong effect at the top dose; inactives centre near -15; many of its hits are not listed in these tables
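HEK-293-derived GP2 cells expressing PTHR1 and a GloSensor cAMP reporter, 3,000/well, plated overnight, given luciferin plus IBMX (each 0.5 mM as added) for 1 h at 37 °C, then compound for 1 h at 37 °C. Luminescence was read after 15 min at room temperature.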
TDP43 rescue: TDP-43 toxicity inhibition in yeast. TDP-43 expressing yeast growth rescue, BacTiter-Glo, 24 h. Potency, µM (series often up to 46.1 µM), for the others: at the highest dose growth rescue (activation), usual class: activators. 1.8% of 410,000 active. AID 652104; also: potency is read from the fitted curve at half-maximal effect; % of control where 0% means no effect; nearly all actives have a fitted effect of over 50% in size
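Yeast expressing TDP-43 (pregrown in raffinose, seeded at OD600=0.02 in galactose medium) exposed to compounds 24 hr at 30 deg C. Growth read by BacTiter-Glo luminescence; rescue of toxicity appears as increased signal.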
The depositor's hits bear a star; i = inactive; ? = inconclusive; . = not tested or not shown; & = joins results of further samples; [ ] = dose if it differs, or a comment. Unless noted, calls follow the shape of the dose curve; as a rule, active = well fitted curve in the direction sought with a large enough effect; inconclusive = small, poorly fitted or top-dose-only effect, or another doubt; inactive = no such curve, though single readings can be large; an effect the other way counts as inactive or inconclusive. The list is partial. The share of hits here may be higher or lower than overall.

molecule	Abeta yeast res	D3 antag	TDP43 rescue	FUS yeast rescue	aSyn rescue	GLP1R ag	GLP-1R inv ag	PTHR1 agonist	pAkt inh
CCOc1ccc(NC(=O)CN(c2cc(C)cc(C)c2)S(=O)(=O)c2c(C)noc2C)cc1	9%	27	19%	-7%	2%	-5%	-10%	i	i
CCN1C(=O)N[C@@H](c2ccco2)C(C(=O)OC)=C1C	-4%	-11	-2%	-4%	2%	6%	3%	-16%	i
CCOC(=O)CSc1nc2c(sc(=S)n2CCc2ccccc2)c(=O)n1Cc1ccco1	-8%	24	-11%	7%	8%	-8%	-23%	i	i
Cc1nnc(SCC(=O)c2c(N)n(C3CC3)c(=O)[nH]c2=O)n1-c1ccccc1	-5%	-7	-2%	9%	-3%[1.84 µM]	-6%	5%	22%	i
Cc1noc(NS(=O)(=O)c2ccc(N/C=C\C(=O)c3cccs3)cc2)c1C	-16%	4	-7%	2%	4%	4%	7%	-9%	i
O=C(c1ccc(Oc2ccc(C(F)(F)F)cn2)cc1)N1CCN(c2ccccc2)CC1	3%	10	19%	?	17%	3%	0%	-15%[57.5 µM]	.
Cc1csc(NC(=O)CSc2nnc(-c3ccoc3C)o2)n1	22%	9	0%	19%	-11%	0%	0%	-5%	i
CCOc1ccc(Nc2nc(N)nc(CSC(=S)N3CCN(c4ccccc4)CC3)n2)cc1	5%	-6	0%	-24%	13%	7%	6%	-5%	i
CCOC(=O)C1=NNC(C(=O)c2ccc(Cl)cc2)C1c1ccc(OC)cc1 (stereo unspecified)	-17%	4	?	30%	23%	5%	?	-26%	i
CCc1ccc(CNC(=O)Cc2ccc(NC(=O)C3=C(C)OCCS3)cc2)cc1	-1%	4	-14%	39%	-8%	13%	?	-4%	i
Cc1cc(C(c2ccc(C)o2)c2ccc(C)o2)c(O)c([N+](=O)[O-])c1	4%	-97*	2%	2%	-14%	-6%	10µM*	-29%	i
Cn1c(SCC(=O)c2ccccc2)ncc(C(=O)Nc2ccc(F)cc2)c1=O	12%	0	1%	3%	-7%	-10%	8%	i	i
COc1ccc(NC(=O)c2ccc(-c3ccc(-c4noc(C)n4)cc3C)cc2)cc1N1CCN(C)CC1	-40%	-15	2%	12%	12%&0%&-5%	-2%	-20%	-7%	i
Cc1ccc(N/N=C(\C#N)C(N)=S)c(C)c1	-80%[inhibitor]	4	-68%[inhibitor]	13%	-33%[inhibitor]	-7%	-13%	i	i
COc1ccc(S(=O)(=O)N(CCCN2CCOCC2)Cc2cccc3ccccc23)cc1	-5%	-85*	-3%	-1%	2%	1%	?	-18%[57.5 µM]	i
COC(=O)c1ccc(C)c(NC(=O)CCc2cc(OC)c(OC)c(OC)c2)c1	-11%	5	-17%	11%	-1%	7%	1%	i	i
CCCCSc1nc(-c2ccc(OC)cc2)ccc1C#N	-29%	.	-3%	-22%	4%	5%	8%	-47%[inhibitor]	.
CC12CCC(C(=O)C1)C1(C)CCCC(=O)C21 (stereo unspecified)	-4%	5	-7%	.	-3%	6%	6%	-18%	i
C#CCOCCOCCOCCNc1nc(N2CCN(C(=O)[C@H]([C@@H](C)CC)n3cc(CCCN=C(N)N)nn3)CC2)nc(N2CCN(C(=O)[C@H](Cc3ccc(O)cc3)n3cc(CCO)nn3)CC2)n1	-16%	?	0%	16%	0%	7%	12%	-12%	i
O=C(CN1CCN(Cc2ccccc2Cl)CC1)N/N=C/C=C\c1ccccc1[N+](=O)[O-]	-12%	-5	4%	-5%	2%	11%	?	-15%	i
CC1(C)NC(=O)N(CCCOc2ccc3c(c2)CCC3)C1=O	-4%	15	-19%	22%	16%	-12%	0%	-33%[inhibitor]	i
Cc1ccc(CNC(=O)c2ccc3c(=O)[nH]c4c(C(=O)NCC5CCCO5)sc(=S)n4c3c2)cc1 (stereo unspecified)	1%	13	-26%	8%	6%	7%	-8%[0.307 µM]	-22%	i
COCC(=O)Nc1ccc(S(=O)(=O)Nc2cc(C)nc(C)n2)cc1	-1%	?	-15%	9%	-1%	4%	-3%	-16%[57.5 µM]	i
CN(C)C(=O)CSc1nnc(C23CC4CC(CC(C4)C2)C3)o1	6%	11	-8%	3%	1%	-11%	-14%	?	i
O=c1[nH]c2ccccc2c(=O)c2ccccc12	5%	-6	?	-28%	8%	-5%	49%[activator]	-15%	i
COCCNc1nc(NCCNC(C)=O)c2sc(-c3ccccc3)cc2n1	-24%	-25	-11%	-18%	?	0%	?	18%	i
O=C(Nc1ccccc1C(=O)N1CCCCC1)c1ccco1	2%	11	-3%	5%	3%	0%	-9%	14%	i
Cc1ccc(-n2nnnc2C(=Cc2ccc(N(C)C)cc2)c2nnnn2-c2ccc(C)cc2)cc1	-5%	-26	-29%	7%	-7%	-3%	11%	i	i
COCCN(CCOC)c1nc(N)c2c(N)nc3c(c2c1C#N)CC(=O)N3Cc1ccc(Cl)cc1	25%	4	21%	20%	0%	-1%	49%[activator]	-51%[inhibitor]	i
Cc1ccc(C(=O)NC(=S)NNC(=O)COc2ccc([N+](=O)[O-])cc2)cc1	?	-29	20µM*	9%	12%	0%	9%	i	i
CCOc1ccc(CN2CCNC(=O)C2CC(=O)N(C)Cc2nonc2C)cc1 (stereo unspecified)	0%	1	-8%	.	-2%	4%	3%	-5%	i
COc1ccc(S(=O)(=O)N2CCC(=O)N2)cc1	18%	17	?	7%	-1%	-9%	0%	-20%[57.5 µM]	i
Cc1c(C=N)c(O)n(C)c(=O)c1C#N	4%	19	12%	4%	0%	-3%	-3%	i	i
Cc1cccc(CSc2nc3ccncc3n2CC(=O)N(C)C2CCCCC2)c1	-4%	.	-7%	11%	.	.	4%	i	.
c1ccc(CNCc2ccco2)cc1	0%	0	13%	-14%	1%	-4%	13%	i	i
CSc1ncccc1C(=O)OCc1ccccc1	-6%	-5	3%	-1%	-2%	19%	47%[activator]	-23%[57.5 µM]	i
COc1cccc(C2C([N+](=O)[O-])=C(N)Oc3cc(C)oc(=O)c32)c1 (stereo unspecified)	12%	11	9%	5%	4%	-20%	11%	i	i
CCCCN(C(=O)c1cnc(C)cn1)c1c(N)n(CCC)c(=O)[nH]c1=O	-12%	-18	-4%	-23%	8%	-1%	3%	?	i
COc1ccccc1CNC(=O)c1cc2cc(C)ccc2n1C	-5%	.	?	5%	.	.	?	i	.
Cc1c(C(=O)NCc2ccccc2Cl)cccc1-n1cnc2cccnc21	4%	.	12%	7%	.	.	10%	-7%	.
COc1ccc(OCC(O)CNS(=O)(=O)c2cccs2)cc1 (stereo unspecified)	-17%	9	9%	1%	5%	-3%	19%	-15%	i
Cc1ccc(NC(=S)NNC(=S)Nc2ccc(C)cc2)cc1	2%	16	0%	.	-12%	-2%	-30%	-4%	i
Cc1c(C(=O)NCCN(C)C)oc2ccc(S(=O)(=O)N3CCCC3)cc12	-11%	-20	0%	24%	5%	8%	-26%	-6%	i
CC(C)Oc1ccc(C(CCN)C2CCCCC2)cc1 (stereo unspecified)	?	?	-9%	26%	-6%	-1%	10µM*	-9%	i
CNC(=O)C(=O)NCC(c1cccs1)S(=O)(=O)c1ccc(C)cc1 (stereo unspecified)	6%	-11	9%	-5%	0%	5%	1%	-39%[inhibitor]	i
CC1Cc2ccccc2N1C(=O)c1ccc(Br)o1 (stereo unspecified)	5%	11	18%	-13%	-12%	-3%	?	-11%	i
Cc1ccc(S(=O)(=O)N2C[C@H]3C(=O)C[C@@H](c4ccccc4F)N(S(=O)(=O)c4ccc(C)cc4)[C@H]3C[C@H]2c2ccccc2F)cc1	-15%	-19	4%	24%	6%	-2%	?	-5%	i
CC(C)[C@H](NC(=O)c1cc2cc(Cl)ccc2n1C)C(=O)N1CCC(C(=O)O)CC1	6%	-5	-1%	19%	7%	8%	4%	-4%	i
Clc1cc2nc[nH]c2cc1Cl	-8%	10	7%	0%	0%	13%	1%	i	i
CCOC(=O)CCSCC(=O)Nc1cc(C)on1	-12%	-3	5%	6%	-8%	-1%	5%	i	i
CCN1CCN(S(=O)(=O)c2ccc(Cl)c(C(=O)Nc3ccccc3N3CCCC3)c2)CC1	18%	-19	20%	12%	-4%	-1%	?	i	i
O=c1c2c3c(sc2[nH]c(=S)n1Cc1ccco1)CCC3	31%	-4	29%	18%	-10%	-2%	-7%	i	i
CC(C)c1nnc(NC(=O)C2CCCN2C(=O)Nc2ccccc2)s1 (stereo unspecified)	8%	-8	-8%	-3%	7%	9%	0%	i	i
COC(=O)c1ccc(NC(=O)c2cccc(C)c2)cc1	8%	-52*	?	13%	-7%	0%	24%	i	i
CCn1c(CNc2ccc(Cl)cc2)nnc1SCc1ccc(C)cc1	-37%[inhibitor]	-9	-22%	42%	3%	-1%	?	-33%[inhibitor]	i
Cc1cccc(C2CC(c3ccc(F)cc3)Nc3nc(N)nn32)c1 (stereo unspecified)	1%	-11	9%	-7%	2%	1%	18%	i	i

Nothing new here: 2 of the compounds above.
molecule	Abeta yeast res	D3 antag	TDP43 rescue	FUS yeast rescue	aSyn rescue	GLP1R ag	GLP-1R inv ag	PTHR1 agonist	pAkt inh
Clc1cc2nc[nH]c2cc1Cl	-8%	10	7%	0%	0%	13%	1%	i	i
CCOC(=O)CCSCC(=O)Nc1cc(C)on1	-12%	-3	5%	6%	-8%	-1%	5%	i	i
